# RSV antiviral HEp-2 = RSV antiviral activity via CPE protection, HEp-2 cells, primary 10 µM value included (AID 2391) | HEp-2 cells, RSV-induced CPE inhibition; higher % means a stronger effect | 310,000 tested, 0.13% active | CPE inhibition, % at 10 µM, or IC50 in µM where a hit was titrated; in the data active = a potency from the dose series; inconclusive = CPE inhibition mostly from about 23% at the one dose, without a potency; inactive = the rest, 99 in 100 with CPE inhibition below about 21%; note: strong numbers were not always called active
# West Nile antiviral = inhibition of WNV-induced cytopathic effect – cell-based, CPE readout (AID 1621); West Nile virus-infected cells, CPE inhibition; higher % means a stronger effect; CPE inhibition, % at 10 µM; hits with a dose series show IC50 in µM; 290,000 tested, 0.02% active; in the data active = a potency from the dose series; inconclusive = CPE inhibition mostly from about 3.7% at the one dose, without a potency; inactive = the rest, 99 in 100 with CPE inhibition below about 2.2%; note: strong numbers were not always called active
# SV40 large T antigen = SV40 large T antigen inhibitors, biochemical (AID 1903); SV40 large T antigen ATPase/helicase inhibition assay; higher % means a stronger effect; inhibition, % at 20 µM; hits with a dose series show IC50 in µM; 310,000 tested, 0.39% active; in the data active = a potency from the dose series; inconclusive = inhibition mostly from about 32% at the one dose, without a potency; inactive = the rest, 99 in 100 with inhibition below about 32%; note: strong numbers were not always called active
# ER stress rescue = protection against thapsigargin-triggered cell killing – 384-well, CSM14.1, ATP luminescence, primary screen (AID 1222); CSM14.1 thapsigargin-induced death rescue, ATP luminescence; higher % means a stronger effect; cellular ATP content (survival), % at 20 µM, or EC50 in µM where a hit was titrated; 190,000 tested, under 10 active;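 active = EC50 below 50 µM in the dose-response confirmation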;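 note: death triggered by thapsigargin at about 15 µM added after 2 h compound pretreatment; cell ATP read after overnight thapsigargin exposure of roughly 18 to 22 hours; normalized against plate controls of thapsigargin alone and 5% DMSO vehicle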
# Yfh1-depleted yeast = mitochondrial function rescue without frataxin homolog – Friedreich's ataxia, plus single-dose screen, dose response (AID 1465); S. cerevisiae Yfh1-off respiration, WST-1 reduction, 72 h; higher fold induction means a stronger effect; 220,000 tested, 0.074% active; one-dose fold induction at 50 µM; EC50 in µM for titrated hits;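 active = fold induction of absorbance versus untreated yeast above a set limit, then at least 30% activation at any dose in follow-up; inconclusive = repeats straddling the limit, or above it without dose testing; inactive = fold induction below the set limit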;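 note: activators that raise dye reduction in frataxin-depleted yeast; strong numbers were not always called active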
# Dengue-2 NS5 capping = flavivirus cap methylation enzyme inhibition – biochemical, confirmation dose response, primary screen (AID 588689) | Dengue-2 NS5 methyltransferase capping enzyme assay, biochemical; higher % means a stronger effect | inhibition, % at 25 µM; hits with a dose series show IC50 in µM | 340,000 tested, 0.3% active; in the data active = a potency from the dose series; inconclusive = inhibition above about 29% without an active follow-up result
# WT yeast gro inh = growth inhibition of WT yeast, mitochondrial fusion screen. mitochondrial fusion phenotypic screen, WT strain. 190,000 tested, 2.1% active. inhibition, % at 10 µM; in the data active = inhibition above about 58%; tested in S. cerevisiae
# K1F lysis inhibition = protection from phage-mediated lysis, alamar blue read-out – E. coli UTI89, K1F phage, bacterial capsule biogenesis inhibitors (AID 488966); E. coli UTI89 K1F phage lysis, alamar blue, 2 h; higher % means a stronger effect; one-dose inhibition, % at 100 µM; IC50 in µM for titrated hits; 340,000 tested, 0.02% active;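 active = phage lysis inhibition, versus mean bacterial control, above a set limit; inconclusive = no clear call, values can overlap the other calls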;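 note: capsule biogenesis inhibitors block K1F phage lysis so surviving cells raise fluorescence; higher fluorescence means more inhibition of phage lysis; actives were called in the ten point dose series up to 300 µM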
# XIAP antagonists = small molecules displacing peptide from XIAP – biochemical, IAP family, fluorescence polarization (AID 1018). displacement, % at 20 µM, or IC50 in µM where a hit was titrated. XIAP BIR domain, fluorescence polarization peptide displacement; higher % means a stronger effect. 200,000 tested, 0.007% active; in the data active = displacement above about 50%; note: a part of the inactive calls stands beside numbers as strong as those of hits
# WT yeast gro inh mutant strain = second read-out of WT yeast gro inh, no call of its own (marks repeat the call); inhibition, %; mitochondrial fusion phenotypic screen, mutant strain inhibition
# Numbers without * were called inactive; i = inactive; u = inconclusive; x = not tested or not shown; & = joins results of further samples; [ ] = dose if it differs, or a comment.
SMILES	RSV antiviral HEp-2	West Nile antiviral	SV40 large T antigen	ER stress rescue	Yfh1-depleted yeast	Dengue-2 NS5 capping	WT yeast gro inh	WT yeast gro inh mutant strain	K1F lysis inhibition	XIAP antagonists
O=C(CN1C(=O)NC2(CCCC2)C1=O)Nc1nc(-c2ccc(F)cc2)cs1	3.1%	-0.8%	-7%	-0.5%	i	-2%	8	-6	1.2%	-2.6%
CCCC(=O)N(CCN1CCOCC1)c1nc2c(C)cccc2s1	2.1%	-0.1%	3%	x	x	9%	x	x	1.8%	x
COc1ccc(-c2cc(C(=O)Nc3ccc(OC)cc3OC)no2)cc1	1.1%	-0.2%	1%	x	x	-9%	x	x	0.2%	x
CN(NC(=O)c1ccccc1)c1nc2ccccc2nc1C(F)(F)F	0.6%	0.1%	10%	0.1%	i	-6%	5	7	-0.1%	-5.6%
COc1ccc(NC(=O)c2ccco2)cc1NC(=O)c1ccccc1F	0.7%	-0.1%	1%	x	x	2%	x	x	-0.4%	x
CCc1ccccc1NC(=O)c1cnc2scc(C)n2c1=O	14%	-0.3%	-1%	-0.2%	i	-1%	2	4	0.9%	-5.9%
CCCCOC(=O)Nc1nnc(CC)s1	0.6%	0.1%	17%	-4.5%	i	3%	13	-1	1.4%	-2.3%
COc1ccc(S(=O)(=O)N2CCOCC2)c(Cl)c1Cl	3.6%	0.1%	-3%	-3.3%	i	-3%	-1	3	-0.3%	-3.4%
NS(=O)(=O)c1ccc(N/N=C/c2ccc(O)c(O)c2O)c([N+](=O)[O-])c1	x	-0.4%	x	x	i	4.6µM*	x	x	1.4%	x
CC(C)C(=O)N1CCN(c2ccccc2NC(=O)Cc2ccc(Cl)cc2)CC1	0.8%	-0.3%	6%	5.7%	i	-6%	19	20	-1.0%	1.6%
O=C(CN1CCC(NC(=O)Nc2ccccc2)CC1)Nc1ccccc1F	4.8%	-0.3%	10%	x	x	-11%	x	x	0.3%	x
COc1ccc(NC(=S)NCCc2ccc(S(N)(=O)=O)cc2)c(OC)c1	1.4%	0.1%	11%	-0.3%	i	-7%	-16	-3	-0.6%	-4.8%
Cc1ccc(C(=O)Nc2cccc3[nH]c(C(F)(F)F)nc23)cc1	3.0%	-1.1%	6%	x	x	1%	x	x	0.2%	x
COCCn1c(=NC(=O)CCS(=O)(=O)c2ccccc2)sc2cc(C)ccc21	1.5%	-0.3%	10%	x	x	-4%	x	x	0.2%	x
CC(C)CNC(=O)c1cccc(NC(=O)c2ccco2)c1	-0.9%	-0.1%	13%	-0.1%	i	1%	1	8	0.4%	-9.4%
CCC1=C(OC(=O)c2ccccc2)C(C)(C)C(c2ccccc2)OC1=O (stereo not drawn)	1.1%	0.4%	-4%	-0.9%	i	-6%	56	8	-0.1%	-4.9%
CCOC(=O)CCCCC(=O)c1[nH]c(=O)[nH]c1Cn1ccnc1	2.6%	-0.2%	7%	1.5%	i	0%	1	12	3.9%	-5.7%
O=C(Cc1cccs1)N/N=C/c1ccccn1	8.6%	0.2%	9%	x	i	-13%	x	x	1.2%	x
CN1C(=O)/C(=C/c2ccc(OCc3cccc(F)c3)cc2)NC1=S	-0.5%	-1.6%	8%	x	x	-3%	x	x	0.5%	x
COc1ccccc1/C=C/C(=O)Nc1ccc2c(c1)CCC2	u	-0.6%	8%	-3.0%	i	-4%	37	-5	5.3%	-1.5%
O=C(c1cc2ccccc2cc1O)N1CCCC(C(F)(F)F)C1 (stereo not drawn)	0.4%	-0.5%	-1%	x	x	-9%	x	x	0.3%	x
CCc1ccccc1NC(=O)/C(C#N)=C\c1ccc(Sc2ccccc2)o1	8.6%	0.0%	18%	-2.4%	i	-2%	-9	2	0.2%	-0.8%
Cc1ccc(C)c(-c2cc(C(=O)NN3CCOCC3)c3ccccc3n2)c1	0.7%	-0.1%	2%	-0.8%	i	-5%	-3	5	0.8%	-3.7%
O=C(CN1CCC(NC(=O)c2ccco2)CC1)Nc1ccccc1C(F)(F)F	1.4%	-0.3%	1%	x	x	2%	x	x	-0.1%	x
Cc1ccc(-n2c(Cc3cccs3)nnc2SCC(N)=O)cc1	0.7%	0.3%	7%	-2.7%	i	2%	-6	4	8.2%	-2.2%
CCN1C(=O)[C@@H]2[C@@H](c3ccc(-c4ccc(Cl)c(Cl)c4)c(OC)c3)N3CCCC[C@@]3(C(=O)OC)[C@@H]2C1=O	0.5%	x	5%	x	x	-10%	x	x	0.6%	x
COc1ccc(S(=O)(=O)NNC(=O)C2Cc3c(ccc4ccccc34)O2)cc1 (stereo not drawn)	4.3%	-0.4%	7%	1.4%	i	-2%	-5	3	-0.2%	-3.9%
COc1ccc(S(=O)(=O)N2CCOCC2)cc1NC(=O)COC(=O)C1COc2ccccc2O1 (stereo not drawn)	2.5%	0.1%	20%	-1.0%	i	-4%	-4	-1	-1.2%	-2.5%
Cc1cc(NC(=O)NC(=O)c2ccc(F)cc2F)n[nH]1	-0.1%	-0.4%	1%	-4.4%	i	2%	-33	-5	1.5%	-3.0%
CCC1CCCCN1C(=O)c1ccc(OC)c(OC2CCN(C(C)C)CC2)c1 (stereo not drawn)	1.5%	-0.1%	10%	x	x	-6%	x	x	0.6%	x
Oc1ccc(C[C@@H]2CNC(=S)N2CCc2cc(C(F)(F)F)cc(C(F)(F)F)c2)cc1	21%	-0.2%	5%	x	i	-2%	x	x	2.2%	x
CCC(=O)N(C)CCc1cc2c(c(OC)c1/C=N/NC(=O)c1ccncc1)OCO2	1.1%	0.5%	1%	x	i	4%	x	x	-2.2%	x
Cc1ccc(C)c(OCCn2nnc3ccccc32)c1	u	-0.9%	7%	x	x	x	x	x	-0.9%	x
O=C1C2CC=C(Cl)CC2C(=O)N1CCN1CCOCC1 (stereo not drawn)	0.5%	0.0%	0%	-0.7%	i	3%	18	17	0.0%	-1.6%
CCCc1nnc(NC(=O)CN2C(=O)c3ccccc3C2=O)s1	0.2%	0.0%	9%	-0.6%	i	-4%	-11	1	0.4%	-8.8%
O=C(Cn1c(=O)n(CCC(=O)N2CCCCC2)c(=O)c2sccc21)NCc1ccccc1	2.1%	-0.3%	13%	x	x	-9%	x	x	0.2%	x
CC1CCCC(C)N1C(=O)COC(=O)C(Cc1ccccc1)NC(=O)c1cccs1 (stereo not drawn)	1.2%	1.1%	9%	0.6%	i	-3%	-13	-4	2.8%[50 µM]	-11%
Clc1ccccc1/C=C/C=N/Nc1nc(N2CCOCC2)nc(N2CCOCC2)n1	2.1%	0.1%	4%	x	i	-11%	20	16	0.2%	-2.1%
CC(=O)Nc1ccc(S(=O)(=O)NCCSCc2ccco2)cc1	-1.1%	-0.7%	14%	-1.8%	i	2%	5	3	3.3%	-3.6%
CC1=C(C(=O)Nc2ccccc2C)C(c2ccccc2)NC(=O)N1 (stereo not drawn)	2.1%	0.0%	0%	-2.1%	i	-2%	-10	1	-0.4%	-4.8%
O=c1c2[nH]c3ccc(F)cc3c2nc2n1CCS2	-0.4%	-1.1%	6%	x	i	2%	18	13	0.3%	-5.5%
Cc1ccnc(NS(=O)(=O)c2ccc(NS(=O)(=O)c3cccs3)cc2)n1	0.2%	1.4%	7%	-1.4%	i	0%	14	-2	0.3%	-9.0%
CC(C)(C)NC(=O)NC(=O)Cn1cc(C(F)(F)F)ccc1=O	1.6%	0.3%	-2%	-1.8%	i	1%	-6	-12	-0.5%	-1.5%
NC(=O)C1(N2CCCCC2)CCN(C(=O)Nc2ccccc2C(F)(F)F)CC1	-0.5%	0.1%	5%	-1.7%	i	x	6	-1	x	2.8%
Cc1nn(-c2ccccc2)c(C)c1/C=N/NC(=O)CSc1nnc(SCc2ccc(Cl)cc2)s1	11%	x	9%	-2.5%	x	-4%	-6	4	3.1%	-0.1%
O=C(O)CCc1nc(-c2ccccc2)no1	-0.5%	0.8%	-3%	2.6%	i	-7%	1	-5	0.5%	-2.3%
Cc1ccc(NC(=O)Nc2cccc(C(F)(F)F)c2)nc1	0.1%	-0.1%	7%	0.1%	i	-6%	-1	0	0.4%	-1.4%
Cc1ccc(NC(=O)c2cccs2)cc1NC(=O)c1ccc(F)cc1	5.4%	-1.2%	11%	x	x	2%	x	x	2.4%	x
Cc1cccc(C)c1OCc1n[nH]c(=S)n1-c1ccccc1	2.2%	0.1%	11%	1.6%	i	15%	-6	-5	-0.4%	-7.5%
NC(=O)c1c(NC(=O)c2cccnc2)sc2c1CCCC2	0.0%	0.3%	5%	-1.1%	i	x	3	-10	x	-6.8%
CCOc1ccc(-n2nnnc2SCC(=O)NC2CCCC2)cc1	0.3%	-0.5%	12%	x	x	-5%	x	x	0.2%	x
O=C(CCN1C(=O)C2C3C=CC(C3)C2C1=O)NCC1CCCO1 (stereo not drawn)	1.4%	0.1%	5%	-1.8%	i	-1%	9	0	12%	-4.6%
CC(=O)SCC(Cc1ccccc1)C(=O)NCC(=O)OCc1ccccc1 (stereo not drawn)	-2.6%	-0.1%	9%&4%	4.0%	i	x	14	14	x	-4.1%
C#Cc1ccc([C@H]2C=C(C(=O)OCC=C)O[C@@H](OCCCCO)C2)cc1	2.7%	0.8%	12%	x	i	1%	x	x	0.3%	x
CCN1CCCC1CNC(=O)C1CCCN(S(=O)(=O)c2cccc3nsnc23)C1 (stereo not drawn)	0.6%	x	2%	-1.8%	x	-2%	-15	1	0.4%	-9.7%
COc1cc(Cl)cc(C2NC(=O)NC(C)=C2C(C)=O)c1OCC(=O)O (stereo not drawn)	1.0%	0.2%	22%	-0.5%	i	-5%	16	18	0.2%	-4.3%
S=C(N/N=C/c1ccc2ncccc2c1)Nc1ccccc1	69%	0.4%	7%	-0.7%	i	2%	11	-12	-1.5%	-2.8%
COc1ccc(CN2CCN(Cc3ccc(C(F)(F)F)cc3)CC2)cc1	8.4%	-0.8%	-7%	x	x	-1%	x	x	0.2%	x

# From PubChem BioAssay

# This is a random part of the collection; 2.2% or so of the library scored in one or more.
